# Screening data as filed in PubChem.
# CHT allo act = allosteric activators of human choline transporter CHT. Q9GZV3. CHT-expressing cells, membrane potential dye, choline EC20; stronger effect = higher value; LV-AA mutant CHT in HEK293 cells. B-score at 10 µM. hit rate 0.49% among 310,000. AID 488977;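 active = initial fluorescence not abnormally high and integrated response B-score, plate-corrected, over 3 SD above library mean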
# Target sequence (Q9GZV3 whole entry, looked up): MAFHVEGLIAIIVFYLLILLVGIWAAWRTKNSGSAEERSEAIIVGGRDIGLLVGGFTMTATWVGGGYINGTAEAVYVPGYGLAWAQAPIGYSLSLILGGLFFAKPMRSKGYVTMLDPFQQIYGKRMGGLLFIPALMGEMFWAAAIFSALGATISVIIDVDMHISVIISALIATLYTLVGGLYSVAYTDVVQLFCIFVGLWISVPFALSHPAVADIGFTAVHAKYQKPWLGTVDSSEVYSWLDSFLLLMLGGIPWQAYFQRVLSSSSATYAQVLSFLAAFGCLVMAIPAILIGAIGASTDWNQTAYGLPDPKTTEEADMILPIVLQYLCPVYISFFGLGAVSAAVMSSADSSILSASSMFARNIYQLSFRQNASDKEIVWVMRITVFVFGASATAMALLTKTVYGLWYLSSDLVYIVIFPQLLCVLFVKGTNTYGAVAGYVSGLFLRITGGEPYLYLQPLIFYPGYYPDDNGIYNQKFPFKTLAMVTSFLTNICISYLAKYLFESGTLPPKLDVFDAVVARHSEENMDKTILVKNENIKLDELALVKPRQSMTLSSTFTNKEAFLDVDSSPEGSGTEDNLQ
# CHT inh = human CHT choline transport inhibition; Q9GZV3; CHT-expressing cells, membrane potential dye, choline response; stronger effect = lower value; hit rate 0.86% among 310,000; AID 488975; B-score at 10 µM;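 active = B-score over 3 SD under the library average, and starting fluorescence ratio not unusually high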;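 note: choline stimulus applied at its EC90 after an EC20 pre-addition; B-score computed on integrated fluorescence ratio after choline addition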
# An asterisk follows results filed as active; i = inactive.
Structure | CHT inh | CHT allo act
Cc1cc(NC(=O)c2cc3n(n2)C(C(F)(F)F)CC(c2ccc(Cl)c(Cl)c2)N3)no1 (configuration not stated) | i | i
COC(=O)C1CCN(C(=O)Nc2ccc(OC)cc2)CC1 | i | i
N#C/C(=C/c1cc(Cl)c(O)c(Cl)c1)C(=O)N1CCCCC1 | i | i
O=C(COc1coc(CN2CCN(c3cccc(Cl)c3)CC2)cc1=O)NC1CCCC1 | i | i
COc1ccccc1CN1C[C@@H]2C[C@@H](C3=Cc4cc(Cl)ccc4OC3)N3CCC[C@@]23C1=O | i | i
O=S(=O)(NCc1ccccc1)c1cccc2nonc12 | i | i
O=C(CCCOc1ccc(Cl)cc1Cl)Nc1ccc(O)cc1C(=O)O | i | i
CC1CCCN(C(=O)c2ccc(-c3ccccc3Cl)o2)C1 (configuration not stated) | i | i
O=C(CO/N=C/c1ccccc1OC(F)F)NC1CCCCC1 | i | i
Cc1c(NC(=O)c2cc(-n3cnnc3)ccc2Cl)cccc1-c1nc2ccccc2o1 | i | i
CCc1nnc(NS(=O)(=O)c2ccc(N/C=C\C(=O)c3ccc(C)cc3)cc2)s1 | i | i
COc1ccccc1CCN1C(=S)NC(C)(C)CC1(C)O (configuration not stated) | i | i
CCN(C(=O)Cc1c(C(=O)O)n(C)c2ccccc12)c1cccc(C)c1 | i | i
CCOC(=O)c1nc2sc3c(c2c(=O)[nH]1)CCC(C)C3 (configuration not stated) | i | i
COc1ccc(/C=N/c2sc3c(c2C#N)CCN(Cc2ccccc2)C3)c(O)c1 | i | i
CCOC(=O)c1cnn(CCOC(=O)c2ccc(F)cc2)c1NC(=O)c1ccc(F)cc1 | i | i
COC(=O)c1nc(-c2ccc(C)cc2)oc1N(C)C | i | i
Cc1sc2ncnc(N3CCC(C(=O)NNC(=O)COc4ccccc4Cl)CC3)c2c1C | i | i
O=C(Nc1ccccc1C(F)(F)F)N1CCN(c2ccc3nncn3n2)CC1 | i | i
CCCc1cc(=O)[nH]c(SCC(=O)N2CCCC2=O)n1 | i | i
O=C(C1CC(=O)N(c2ccc3c(c2)OCCO3)C1)N1CCN(c2cccc(C(F)(F)F)c2)CC1 (configuration not stated) | i | i
COC(=O)c1cc(Br)c(=O)n(CC(C)C)c1 | i | i
CCN(CC(=O)Nc1ccc2c(c1)OCO2)Cc1nc2ccccc2c(=O)[nH]1 | i | i
Oc1cccc(NC(=S)N=Nc2c(O)[nH]c3ccccc23)c1 | i | i
CS(=O)(=O)NCC(c1cccnc1)N1CCN(c2ccccc2F)CC1 (configuration not stated) | i | i
C/C(=N/OC(=O)c1ccc(Cl)cc1Cl)c1oc(C)nc1C | i | i
O=C(O)c1cccc(NC(=O)c2ccc(Cl)c(S(=O)(=O)N3CCCCCC3)c2)c1 | i | i
Cc1cccc(Nc2nn3c(=O)c4ccccc4nc3s2)c1 | i | i
COc1ccc(C(=O)NC(=S)Nc2ccc3[nH]c(=O)[nH]c3c2)cc1 | i | i
COCCNC(=O)c1cc(-c2ccccc2)n(Cc2cc(C)no2)n1 | i | i
Cc1ccccc1OCCC(=O)OCC(=O)NC(=O)c1ccccc1 | i | i
CC(=O)N(c1ccccc1)c1nc(/C=C/C(=O)Nc2c(C)cc(C)cc2C)cs1 | -5.28* | i
Cc1cc(C(=O)COc2ccccc2[N+](=O)[O-])c(C)n1C1CC1 | i | i
Cc1cc(NC(=O)Cn2nc(C(=O)O)c3ccccc3c2=O)c([N+](=O)[O-])cc1C | i | i
CC1CCN(S(=O)(=O)c2ccc3c(c2)N(CC(=O)NCCCOC(C)C)C(=O)CS3)CC1 | i | i
CC(O)c1ccc(OCCN(C)c2ccccn2)cc1 (configuration not stated) | i | i
N#CCCn1cc(/C=N/NC(N)=S)c(-c2ccc(-c3ccccc3)cc2)n1 | i | i
C=CCCC(=O)Nc1nc(C)c(-c2csc(Nc3ccc(Cl)cc3)n2)s1 | i | i
COC(=O)c1c(NC(=O)CSc2ncnc3[nH]ncc23)sc2c1CCC2 | i | i
Cn1c(SCC(=O)Nc2ccc3c(c2)OCCO3)nnc1-c1ccncc1 | i | i
Cc1c(C(=O)NCCN2C(=O)S/C(=C\c3cccs3)C2=O)cccc1[N+](=O)[O-] | i | i
COCC(=O)Nc1cc(C)cn(Cc2cccc(C(F)(F)F)c2)c1=O | i | i
Cc1ccc(-c2nnn(CC(=O)N(CCCO)C(C(=O)NC3CCCC3)c3ccc(F)cc3)n2)o1 (configuration not stated) | i | i
Cc1ccc(N2C(=O)C3C(C2=O)C2C=CC3C23CC3)cc1 (configuration not stated) | i | i
COc1cc(OCC(=O)NC(C)C)cc2c1C(=O)O[C@@H](C)CCCC(=O)CCCCC2 | i | i
Cc1ccc(S(=O)(=O)N(C)c2ccc(OC(=O)c3ccc(=O)[nH]c3)cc2)cc1 | i | i
O=C(Nc1cc(Cl)ccc1-n1cncn1)c1cn2ccccc2n1 | i | i
CSc1ccc(/C=C/C(=O)Nc2ccccc2)cc1 | i | i
c1ccc(SCCN2CCN(c3ccccc3)CC2)cc1 | i | i
O=C(O)c1nn(-c2ccc(Cl)cc2)ccc1=O | i | i

# Remaining list, next part:
Structure | CHT inh | CHT allo act
O=C(O)c1ccc(Nc2nc(-c3cccnc3)cs2)cc1 | i | i
COc1ccc(CN2C(=O)c3cccc4cccc(c34)C2=O)cc1 | i | i
CCc1nnc(NS(=O)(=O)c2ccc(NC(=S)NC(=O)c3ccc(F)cc3)cc2)s1 | i | i
COc1ccccc1N1CCN(C(=O)c2cccs2)CC1 | i | i
COCc1nc(-c2cc(OC)c(OC)c(OC)c2)no1 | i | i
CC(C)NC(=O)CN(C)S(=O)(=O)c1ccc(F)cc1 | i | i
Cc1nnc(SCC(=O)NC2CCCc3c2cnn3-c2ccccc2F)o1 (configuration not stated) | i | i
Cc1ccc(-n2c(SCC(=O)Nc3cc(C)on3)nc3c(c2=O)SC(C)C3)cc1 (configuration not stated) | i | i
CN(C)C(CNC(=O)CCCN1C(=O)c2cccc3cccc(c23)C1=O)c1ccccc1 (configuration not stated) | i | i
CCN(CC)S(=O)(=O)c1ccc(Cl)c(C(=O)Nc2ccc(Cl)cc2[N+](=O)[O-])c1 | i | i
Cc1ccc(OCC(=O)N(C)CC(=O)Nc2ccc(N3CCOCC3)cc2)cc1 | i | i
CC[C@H](C)[C@H](NC(N)=O)C(=O)NCCc1ccc(Cl)cc1 | i | i
Cc1ccccc1NC(=O)C1CCC(=O)N1 (configuration not stated) | i | i
Cc1[nH][nH]c(=O)c1N=Nc1ccccc1 | i | i
CC(C)[C@H](NC(=O)C1CCN(S(=O)(=O)c2ccc(F)cc2)CC1)C(=O)N1CCCC1 | i | i
Cc1ccccc1C(=O)N1CCC(C(=O)Nc2ccc3c(c2)OCO3)CC1 | i | i
Cc1c(Cl)cccc1NC(=O)CNC(=O)c1ccc(F)cc1 | i | i
CCN(CC)C(=O)c1csc(Nc2ccc(C)cc2)n1 | i | i
COc1ccc(/C=N/Nc2nnc(-c3ncc[nH]3)c3ccccc23)cc1 | i | i
CCOc1ccc(NC(=O)CSc2nnc(C)n2Cc2ccccc2)cc1 | i | i
CC(NS(=O)(=O)c1c(N)n(C)c(=O)n(C)c1=O)c1ccccc1 (configuration not stated) | i | i
CCCCS(=O)(=O)C1CCS(=O)(=O)C1 (configuration not stated) | i | i
CCCCNC(=O)c1c[nH]c2ccc(S(=O)(=O)N3CCOCC3)cc2c1=O | i | i
O=C(N/N=C/c1cccc([N+](=O)[O-])c1)c1cc2ccccc2o1 | i | i
Cc1cccc2c1cnn2C(=O)CCC(=O)NC1CCCCC1 | i | i
O=C1CCCCC1Sc1nnc(-c2ccc3c(c2)OCO3)o1 (configuration not stated) | i | i
O=c1c2c(-c3ccccc3)csc2ncn1/N=C/c1cccc([N+](=O)[O-])c1O | i | i
COc1ccc(CC(=O)OC(C)CN2CCOCC2)cc1 (configuration not stated) | i | i
Cc1noc(C)c1S(=O)(=O)Nc1ccc(C(=O)NCCc2ccccc2)cc1 | i | i
CNC(=O)c1cc(Nc2nnc(C)c3ccccc23)ccc1OC | i | i
Cc1ccc(SCCC(=O)NCc2ccccn2)cc1 | i | i
CC(C)(C)C(=O)Nc1nnc(SCC(=O)NC2CCCCC2)s1 | i | i
CC(C)(C)OC(=O)CC1(C#N)c2ccccc2C(Br)=CN1C(=O)c1ccccc1 (configuration not stated) | i | i
COc1cccc(C(=O)NCCS(=O)(=O)NCc2cccs2)c1 | i | i
COc1cc(OC)c(C(=O)OCN2C(=O)c3ccccc3C2=O)cc1OC | i | i
Cc1c(C(=O)N2CCC[C@H]2CO)oc2c(F)cccc12 | i | i
CC(=O)c1c(C)c[nH]c1C | i | i
O=C(COc1ccc(S(=O)(=O)N2CCCC2)cc1Cl)NC1CCCC1 | i | i
COc1ccc(/C=C2\Oc3cc(OCC(=O)N4CCC[C@H]4C(=O)O)ccc3C2=O)cc1OC | i | i
Cc1ccc(-c2[nH]c(-c3ccccc3)nc2SCC(=O)NCC2CCCO2)cc1 (configuration not stated) | i | i
CN(C)/C=N/C(=S)Nc1cc(Cl)cc(Cl)c1 | i | i
COCCCNc1nc2c(c(=O)n(Cc3ccc(F)cc3)c(=O)n2C)n1C | i | i
C#CCn1c(S(=O)(=O)Cc2ccc(F)cc2)nc(-c2ccccc2)c1-c1ccccc1 | i | i
COc1ccc(-c2nn(CCC#N)cc2/C=N/O)cc1OC | i | i
CCN(CC)C(=O)CSc1nnc(COc2ccccc2)n1N | i | i
OCCC1CN(Cc2cccc3nonc23)CCN1C1CCCCC1 (configuration not stated) | i | i
Cc1ccc(C(=O)C2CCN(CC(=O)Nc3ccc(N(C)C)cc3)CC2)cc1 | i | i
COc1ccc(CCNC(=O)C2CC2)cc1OC | i | i
C[C@H]1CC[C@]2(O[C@@H](CCO)C[C@@H](O)[C@@H]2O)O1 | i | i
C=C1CCN([C@@H](Cc2ccccc2)C(=O)Nc2ccc(OC)cc2)S(=O)(=O)c2ccccc21 | i | i

# Further results follow.
Structure | CHT inh | CHT allo act
COc1ccccc1N1CCN(C(=O)CCCC2=NS(=O)(=O)c3ccccc3N2)CC1 | i | i
COc1ccc(CC(=O)NCc2nnc(SCCOc3ccccc3)n2C)cc1 | i | i
Cc1ccc(C(C(=O)NCC2CCCO2)N(Cc2ccccc2)C(=O)c2ccc(-c3ccccc3)[nH]2)o1 (configuration not stated) | i | i
Cc1cccc(N2CCN(C(=O)c3cccc(N4CCCC4=O)c3)C(C)C2)c1 (configuration not stated) | i | i
COCCN1CCN(C(=O)c2cc(COc3ccc(F)cc3F)on2)CC1 | i | i
COC(=O)c1sccc1-n1cccc1C(=O)C(=O)N1CCOCC1 | i | i
COc1ccc(NC(=O)NNC(=O)CCC(=O)Nc2ccccc2Cl)cc1 | i | i
Nc1nc(SCC(=O)NCCCO)nc2sc3c(c12)CCC3 | i | i
S=c1nc(-c2ccccc2Br)[nH][nH]1 | i | i
O=C(/C=C/c1cccc(F)c1)NCc1ccc2c(c1)OCO2 | i | i

# Single records (already shown). Order of screens: CHT inh	CHT allo act
# `COC(=O)c1sccc1-n1cccc1C(=O)C(=O)N1CCOCC1` across the screens: i	i
# `Nc1nc(SCC(=O)NCCCO)nc2sc3c(c12)CCC3` across the screens: i	i
# `COc1ccc(NC(=O)NNC(=O)CCC(=O)Nc2ccccc2Cl)cc1` across the screens: i	i
# `COc1ccccc1N1CCN(C(=O)CCCC2=NS(=O)(=O)c3ccccc3N2)CC1` across the screens: i	i

# Later entries:
Structure | CHT inh | CHT allo act
N#C/C(=C\c1cn(Cc2ccc(C#N)cc2)c2ccccc12)C(=O)NCc1cccs1 | i | i
N#Cc1nc(-c2ccco2)oc1NCCCn1ccnc1 | i | i
CCc1ccccc1-n1c(SCC(=O)NC)nnc1-c1ccco1 | i | i
Cc1cc(NC(=O)c2ccc(F)cc2)n(-c2ccccc2)n1 | i | i
COc1ccc(/C=N/NC(=O)Cn2ccnc2C)cc1OC | i | i
CC(=O)Nc1cc(C(=O)N2CCCC2)ccc1S(=O)(=O)c1ccc(Cl)cc1 | i | i
COC(=O)c1cc(NC(=O)c2cc(C)oc2C)cc(C(=O)OC)c1 | i | i
C=CCN=c1sc(C(=O)OC)cc(=O)n1CC=C | i | i
CC1CN(c2nc(-c3ccccc3)nnc2-c2ccccc2)CC(C)O1 (configuration not stated) | i | i
COc1cc(OC)cc(C(=O)N[C@H](C(=O)NCc2ccc(F)cc2)C(C)C)c1 | i | i
CC(=O)Oc1cccc(N2C(=O)C3C4C=CC(CC4)C3C2=O)c1 (configuration not stated) | i | i
Cc1ccc(/C=N/NC(=O)c2ccco2)cc1 | i | i
CCCn1nnnc1NCc1ccccc1Cl | i | i
CC(C)(C)NC(=O)c1cccc(NC(=O)CSc2ccc(Cl)cc2)c1 | i | i
Cc1ccccc1NC(=O)CSc1nc(COc2ccccc2)nc2ccccc12 | i | i
CC(=O)N1CCCN(Cc2cn(-c3cccc(C)c3)nc2-c2cccc(F)c2)CC1 | i | i
Cc1nn(Cc2ccc(Cl)c(Cl)c2)c(C)c1NC(=O)c1cn(-c2ccccc2)nc1-c1ccccc1 | i | i
CC(C)(C)NC(=O)C(c1ccccn1)N(C(=O)c1csnn1)C1CCCCC1 (configuration not stated) | i | i
CCCn1c(C)cc(C(=O)COC(=O)c2cc(S(=O)(=O)NCC(C)C)c(Cl)cc2Cl)c1C | i | i
O=C(CCn1c(=O)c2cccn2c2ccc(F)cc21)NCc1cccc(F)c1 | i | i
Cc1ccc(N2C(N)=C(C#N)C(c3cccs3)C3=C2CC(C)(C)CC3=O)cc1 (configuration not stated) | i | i
